TTR transcr act = increases transthyretin transcription. AID 1117267. activation, % at 16.7 µM. SH-SY5Y TTR promoter Gaussia luciferase, luminescence; 100% = recombinant luciferase protein wells. hit rate 1.3% among 92,000;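 active = activation above the mean of all tested compounds plus 3 SD, cut at about 9.5% in these data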;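 also: cells exposed to compounds for one day before reading; 0% = median of all test compound wells on the plate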
Active calls of the source: *.

structure | TTR transcr act
CC(OC(=O)CN1C(=O)NC2(CCCC2)C1=O)c1ccc(F)cc1 (stereo unspecified) | 2.0
COc1ccc(/C=N/N2CCOCC2)cc1COc1ccc(Cl)cc1 | 2.9
Cc1ccc(S(=O)(=O)N(C)C)cc1NC(=O)COC(=O)c1n[nH]c(=O)c2ccccc12 | 0.5
CC(C)(C)C1=CC(=O)C(N2CCOCC2)=CC1=O | -0.6
COc1ccc(N2CC(C)Cn3c2nc2c3c(=O)n(CCc3ccccc3)c(=O)n2C)cc1 (stereo unspecified) | 0.8
c1ccc(-c2cn(-c3ccccc3)c3[n+]2CCCS3)cc1 | -1.0
CCN(CC)c1ccc(/C=C2\C(=O)N(c3nnc(C)c(=O)[nH]3)N=C2C)cc1 | -1.9
O=C(N/N=C\c1ccncc1)c1ccccc1O | -0.8
CC(=O)NNc1cc(C)nc(N)n1 | 1.1
CC(C)CCNC(=O)NC(=O)COC(=O)CCN=C1NS(=O)(=O)c2ccccc21 | 3.8
c1ccn2cc(-c3ccc4c(c3)OCO4)cc2c1 | -0.5
CCc1ccc(NC(=O)CSc2nc(O)cc(=O)n2C2CCCC2)cc1 | 7.0
COc1cccc(OCC(=O)N2CCCc3ccccc32)c1 | 0.1
COc1cc2c(cc1OC)C(C)N(Cc1ccc3c(c1)OCO3)CC2 (stereo unspecified) | 1.1
Cc1cccc(C)c1-n1nnnc1C1(C)CCC(=O)N1CCc1ccccc1F (stereo unspecified) | -1.3
CC(C)n1c(=S)[nH]c2cc(Cl)ccc21 | 0.2
Fc1ccc(CCNc2ncnc3[nH]ncc23)cc1 | -2.8
CN1CCN(/C(=N\S(=O)(=O)c2ccc(F)cc2)c2ccccc2)CC1 | 2.4
Cc1ccc(CNC(=O)CCS(=O)(=O)c2ccc(Br)cc2)cc1 | -1.7
c1ccc2c(C3OCC4(CCCCC4)CO3)cccc2c1 | -0.4
Cc1ccc(-c2cc(C(=O)Nc3cc(C)ccc3O)no2)cc1 | 1.3
CCc1ccc(-c2ccc3nnc(SC)n3n2)cc1 | 0.0
CN1CCN(C(=O)c2cc([N+](=O)[O-])ccc2Cl)CC1 | -1.3
COc1ccc(-c2cc(=O)oc3cc(OCC(C)=O)ccc23)cc1 | 0.2
N#Cc1ccccc1CN1C(=O)S/C(=C/c2cccn2-c2ccc(C(=O)O)cc2)C1=O | 5.2
CN(C)CCN(C(=O)c1ccc(S(=O)(=O)N(C)C)cc1)c1nc2cc3c(cc2s1)OCCO3 | 2.9
CCOc1cccc(NC(=O)C2CC(=O)NC(=Nc3ccccc3)S2)c1 (stereo unspecified) | -0.5
Cn1c(-c2ccccc2)c(CCO)c2ccccc21 | 0.1
COC(=O)CCc1sc(Nc2ccccc2)nc1-c1ccc(OC)cc1 | -2.5
Cc1ccc(/C(N)=N/OC(=O)c2ccc3ccccc3c2)cc1 | -1.2
CCn1nnc(-c2ccccc2NS(=O)(=O)c2ccc(S(=O)(=O)N(C)C3CCCCC3)cc2)n1 | -1.5
CCCCNc1c(-c2cccc(-c3cc(C(C)=O)cs3)c2)nc2ccc(C)cn12 | -6.6
CC1CC(C)(C)N(C(=O)CSc2ccc(-c3ccc(F)cc3)nn2)c2ccccc21 (stereo unspecified) | -2.9
O=C(Nc1nnc(-c2ccccc2)o1)c1cccc(S(=O)(=O)N2CCOCC2)c1 | -2.1
O=C(Cc1cccs1)NC1CCCCN(Cc2ccc(Cl)cc2)C1=O (stereo unspecified) | 4.9
CCN(CC)C(=O)Cc1c(OC)ccc2cc(Br)ccc12 | -0.5
CSc1sc(-c2ccnc(SCC(=O)C(C)(C)C)n2)c2c1C(=O)CC(C)(C)C2 | -0.8
O=c1[nH]cccc1-c1nc2ccccc2n1Cc1ccc(Cl)cc1 | 1.3
CC(C)C(=O)Nc1nnc(SCC(=O)Nc2ccc3c(c2)OCCO3)s1 | -0.4
Cc1cccc(C2C3=C(CCCC3=O)N=C3c4ccccc4C(=O)C32)c1 (stereo unspecified) | -5.0

As entered above.
Under TTR transcr act, CC1CC(C)(C)N(C(=O)CSc2ccc(-c3ccc(F)cc3)nn2)c2ccccc21 (stereo unspecified) shows -2.9
Under TTR transcr act, Cc1cccc(C2C3=C(CCCC3=O)N=C3c4ccccc4C(=O)C32)c1 (stereo unspecified) shows -5.0
Under TTR transcr act, CCN(CC)C(=O)Cc1c(OC)ccc2cc(Br)ccc12 shows -0.5
Under TTR transcr act, CSc1sc(-c2ccnc(SCC(=O)C(C)(C)C)n2)c2c1C(=O)CC(C)(C)C2 shows -0.8

(list continues)
structure | TTR transcr act
COc1cc(NS(=O)(=O)c2ccc(Cl)cc2)c(C(=O)O)cc1OC | 3.4
COc1ccc(CCC(=O)Nc2ccc(OC)c(S(=O)(=O)N3CCCCC3)c2)cc1OC | -2.0
Cc1ccc(S(=O)(=O)C2(C(=O)NC3CCCCC3C)CC2)cc1 (stereo unspecified) | 0.2
N#Cc1c(-c2ccco2)cc(-c2ccccc2)[nH]c1=O | 0.9
CCc1n[nH]c(=S)n1/N=C/c1c[nH]c2ccc(Br)cc12 | 1.8
N=C1C(c2nc3ccccc3s2)=C(O)CN1NC(=O)c1c[nH]c2ccccc12 | -3.7
O=Cc1ccc(-n2cc(C=O)c3ccccc32)cc1 | -2.4
COc1ccc(-c2c(C#N)c(N)nc3c2CCCC3)cc1OC | -1.3
COc1ccc(O)c(/C=N/c2nc3ccccc3n2C)c1 | 1.0
Cc1cc(Cn2ccnc2)c(C)cc1Cn1ccnc1 | 4.7
Cc1cc(C)nc(SCc2ccc(C(=O)N/N=C/C3CCCCC3)cc2)n1 | 1.5
Cc1onc(-c2ccccc2)c1C(=O)Nc1ncc([N+](=O)[O-])s1 | -1.6
Nc1ccc(NC2C[C@@H](C(=O)O)NC2=O)cc1 (stereo partly specified) | -0.3
NC1=NC(=O)/C(=C/c2cc(Br)c(O)c(Br)c2)S1 | -0.1
CCOc1cc(/C=C2\NC(=S)N(c3c(C)n(C)n(-c4ccccc4)c3=O)C2=O)ccc1O | -1.2
Cc1ccc(C)c(OCC(=O)NNC(=O)c2ccc(NC(=O)C3CC3)cc2)c1 | -0.8
COCCNC(=O)CN(C(=O)Cn1nnc2ccccc21)c1cccc(C)c1C | 0.5
O=c1oc(-c2ccccc2NS(=O)(=O)c2ccc3ccccc3c2)nc2ccccc12 | -3.1
COc1ccc(S(=O)(=O)NCCC(=O)N2CCCN(C)CC2)cc1 | 1.0
Oc1[nH]c2ccccc2c1/C=N/c1nccs1 | -2.0
COC(=O)[C@]12C[C@H](CC(=O)NCCc3ccccc3OC)C(=O)N(CCc3ccc(OC)c(OC)c3)C1=C[C@H](C(C)C)O[C@@H]2C1CC1 | -1.6
CCN1C(=O)c2ccccc2Sc2ccc(C(=O)NCCC(C)C)cc21 | -1.9
CC1SCC(NC(=O)c2ccccc2Cl)CS1 (stereo unspecified) | -1.2
Cn1c(SCc2ccccn2)nnc1-c1ccncc1 | -1.3
CCOc1ccc(NC(=O)CSc2ccc(-c3ccccn3)nn2)cc1 | 0.6
O=C(Nn1cnc2ccccc2c1=O)c1ccccc1[N+](=O)[O-] | 0.9
COC(=O)[C@]12C[C@H](CC(=O)NCc3cccc4ccccc34)C(=O)N(Cc3cccc4ccccc34)C1=C[C@H](C(C)C)O[C@@H]2C1CC1 | -1.7
Cc1ccc(NC(=O)CCc2c[nH]c3ccccc23)nc1 | 3.1
COc1ccc(CCn2c(-c3cc([N+](=O)[O-])cc([N+](=O)[O-])c3)nc3nc4ccccc4nc32)cc1OC | -1.3
O=C1CCc2cc(S(=O)(=O)NCc3ccc(Cl)cc3)cc3c2N1CC3 | 0.1
O=C(Oc1ccc2ccc(=O)oc2c1)c1ccc([N+](=O)[O-])cc1 | 1.8
N#Cc1c(NC(=O)C2CCCO2)sc2c1CCCCCC2 (stereo unspecified) | 1.1
Cc1cccc(CN2CCc3c(OCC(=O)NCc4ccco4)cccc3C2=O)c1 | -2.3
O=C1c2cccc(OCc3ccc(F)cc3)c2CCN1Cc1ccc(F)cc1 | -3.0
CCOC(=O)c1c2c([nH]c(=S)c1C#N)CCCC2 | -0.2
Cc1ncc2c(n1)NC(=O)NC2 | -1.6
COc1ccc(C(=O)C2CCCN(C(=O)C3CCOCC3)C2)c(C)c1 (stereo unspecified) | -0.4
Cc1ccc(F)cc1NC(=O)Cc1nn(C)c(=O)c2ccccc12 | -8.5
O=C(COC(=O)c1ccc2c(c1)OCCO2)Nc1cc(Cl)ccc1Cl | 7.4
COc1cccc(CCNC(=O)c2cc(COc3cccc(OC)c3)on2)c1 | 2.1
O=C(CCCOc1ccccc1)N1CCN(S(=O)(=O)c2cccs2)CC1 | 26.9*
CN(C)S(=O)(=O)c1ccc(Oc2ccccc2)cc1 | -0.9
CCOC(=O)c1ccc(-n2c(CN(CC)CC)nc3ccc([N+](=O)[O-])cc3c2=O)cc1 | 0.6
O=C(CN1CCC(c2nc3ccccc3[nH]2)CC1)Nc1ccc2c(c1)OCO2 | -0.6
O=C(Cc1ccccc1)Nc1nnc(-c2cccs2)s1 | -0.8
CC(C)Sc1nc2ccccc2n1CC(N)=O | -0.5
COc1ccc(C(=O)NCCCOC(=O)c2ccc(OC)cc2)cc1 | 0.1
CC1CCC2(CC1)Nc1ccccc1C(=O)N2c1ccccc1 (stereo unspecified) | -1.1

In the list so far, these contain a thiophene ring, fused or not:
structure | TTR transcr act
CCCCNc1c(-c2cccc(-c3cc(C(C)=O)cs3)c2)nc2ccc(C)cn12 | -6.6
O=C(Cc1cccs1)NC1CCCCN(Cc2ccc(Cl)cc2)C1=O (stereo unspecified) | 4.9
CSc1sc(-c2ccnc(SCC(=O)C(C)(C)C)n2)c2c1C(=O)CC(C)(C)C2 | -0.8
N#Cc1c(NC(=O)C2CCCO2)sc2c1CCCCCC2 (stereo unspecified) | 1.1
O=C(CCCOc1ccccc1)N1CCN(S(=O)(=O)c2cccs2)CC1 | 26.9*
O=C(Cc1ccccc1)Nc1nnc(-c2cccs2)s1 | -0.8

(next part)
structure | TTR transcr act
Cc1cc(C)c(C(=O)C[n+]2cccc(C(N)=O)c2)c(C)c1 | 13.7*
O=P1(O)CC2=C(CC=CC2)C1 | 0.2
Cc1ccc(NC(=O)NCC2CCN(Cc3cccc(Cl)c3)CC2)cc1Cl | -3.7
C[C@H](CO)N1C[C@H](C)[C@@H](CN(C)C(=O)c2cc(-c3ccccc3)on2)OCc2cnnn2CCCC1=O | 1.0
CSc1ccc(C(=S)N2CCCCCC2)cc1 | 1.4
CCN(CC)C(=S)Oc1ccc(Cl)cc1Cl | 9.4
CCC1(C)Cc2ccccc2-c2nc(NCCCO)n(-c3ccccc3)c(=O)c21 (stereo unspecified) | -0.4
CCOC(=O)c1cc(N2CCCCC2)nc2ccccc12 | 0.3
CC(C)(C)OC(=O)N[C@@H](Cc1ccccc1)C(=O)NCC1CCC(C(=O)O)CC1 (stereo partly specified) | 0.6
COc1ccc(C2(C(F)(F)F)NC(=O)N(C)C(=O)N2C)cc1 (stereo unspecified) | 2.2
CN(C)/C=C/c1onc(-c2ccccc2Cl)c1C#N | -1.5
COCC(=O)N1CCC2CC1c1cc(Cl)ccc12 (stereo unspecified) | -1.3
CSc1cccc(NC(=O)NNC(=O)C2CCN(S(=O)(=O)N(C)C)CC2)c1 | 1.8
Cc1ccc(S(=O)(=O)n2cccc2CO)cc1 | -2.3
CCN(C[C@H]1N[C@@](Cc2ccccc2)(C(=O)OC)[C@H]2C(=O)N(C)C(=O)[C@@H]12)C(=O)Nc1ccccc1 | -1.0
Cc1cccc(NC(=O)CCSc2ccccc2)c1C | -1.2
NNC(=O)C1CC1(c1ccccc1)c1ccccc1 (stereo unspecified) | -0.8
O=C(NC(=S)NCCN1CCOCC1)c1ccccc1 | -0.7
Cc1cc(C)cc(C(=O)OCC(=O)NCCNC(=O)COC(=O)c2cc(C)cc(C)c2)c1 | -0.1
COC(=O)c1c(NC(=O)CN2C(=O)NC3(CCC(C)CC3)C2=O)sc2c1CCC2 (stereo unspecified) | -0.8
Clc1cc(-c2ccc(/C=N/n3cnnc3)o2)ccc1Br | 0.3
COc1ccc(C(=O)Cn2c(NCCO)nc3ccccc32)cc1OC | 0.7
O=C(COC(=O)c1ccc(F)cc1F)Nc1ncccn1 | 2.0
O=C(CC1SC(=Nc2ccccc2)N(CCc2ccccn2)C1=O)Nc1ccc(F)cc1 (stereo unspecified) | -2.2
COC(=O)Cc1c(C)nc2nc(-c3ccc(Cl)cc3)[nH]n2c1=O | -1.2
O=C(O)c1ccc(NS(=O)(=O)c2ccc(Cl)c(C(=O)Nc3ccccc3)c2)cc1 | 5.2
CC(C)(C)OC(=O)NCCc1nnc(SCc2ccc(Cl)cc2Cl)o1 | -3.2
CN1CCCCc2c1[nH]c1ccccc1c2=O | 5.1
O=C(COC(=O)c1cccnc1Nc1ccccc1F)NC1CC1 | 3.7
O=C(CSc1ccccc1)NCc1ccccn1 | -1.8
O=C(Cn1cnc2ccccc21)NCc1ccccc1 | -2.3
O=CN1CCCN(C(=O)CC2C(=O)NCCN2Cc2cccc(Oc3ccccc3)c2)CC1 (stereo unspecified) | 2.0
CCOC(=O)COc1ccccc1/C=C1\NC(=O)NC1=O | -0.4
Nc1ccc(Nc2ccccc2)c(Cl)c1 | 2.1
CC1CCN(c2ccc3nnc(CCC(=O)Nc4cccc(F)c4)n3n2)CC1 | 0.4
Cc1ccccc1-c1nnc(SCC(=O)NC2CCS(=O)(=O)C2)n1C (stereo unspecified) | -0.3
COc1ccccc1C1=NOC(COc2ccc3c(C)cc(=O)oc3c2)C1 (stereo unspecified) | 0.1
CNC(=O)C12CC3CC(C1)CC(c1ccc(C)cc1)(C3)C2 | -1.1
CCC(C)(C)NC(=O)CN(C(=O)c1snc(C(N)=O)c1N)c1ccc2nc(C)sc2c1 | 0.9
Cc1cc(C)n(C(=O)c2ccc([N+](=O)[O-])cc2N)n1 | -0.2
c1ccc(CNc2nc3ccccc3[nH]2)cc1 | 9.9*
CCCCNc1nc(Cl)nc(Nc2ccc(C)cc2)n1 | -0.1
CSc1nc2[nH]ncc2c(=O)[nH]1 | -0.3
Clc1cccc(C2=NOC(c3nnc(-c4ccccc4)o3)C2)c1 (stereo unspecified) | 4.9

These rows are one share of the data (hit frequency here may not be typical).
